Screening results deposited in PubChem BioAssay by National Center for Advancing Translational Sciences (NCATS).
HttQ103 aggreg – qHTS Multiplex Assay to Identify Dual Action Probes in a Cell Model of Huntington: Aggregate Formation (GFP) | Potency, µM (top dose mostly 46.1 µM), for the others: at the highest dose activity change, negative = inhibition, actives largely listed as inhibitors | PC12 HttQ103-GFP aggregates, Acumen cytometry, 40 h | AID 1688, 2009 | 1.1% of 220,000 active; further: on the % scale 0 is the no-effect control and ±100 the full control effect; nearly all actives have a fitted effect of over 60% in size
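Inducible Q103 Huntingtin exon 1–GFP PC12 line, 1500 cells/well in phenol red free DMEM with 5% equine and 5% calf serum. Tebufenozide 100 nM induced expression; compounds titrated; aggregates quantified by cytometry.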
Tau fibril FP – qHTS for Inhibitors of Tau Fibril Formation, Fluorescence Polarization | Microtubule-associated protein tau (Homo sapiens), P10636 | K18 P301L tau heparin fibrillization, Alexa594 FP, 6 h | Potency, µM (highest dose often 57.7 µM), inactives show at the highest dose activity, negative = inhibition, most hits filed as inhibitors | 0.39% of 280,000 active | AID 1468, 2008; further: on the % scale 0 is the no-effect control and ±100 the full control effect; nearly all actives have a fitted effect of over 55% in size
Target sequence (P10636 561-689 P618L limits assumed): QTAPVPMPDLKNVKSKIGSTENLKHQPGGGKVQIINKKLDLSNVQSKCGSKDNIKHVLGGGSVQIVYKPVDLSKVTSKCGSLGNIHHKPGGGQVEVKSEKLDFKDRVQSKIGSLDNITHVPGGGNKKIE
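FP of Alexa 594-tau after heparin (20 uM) induction. Substrate: human K18 P301L, 15 uM unlabeled, 0.24 uM labeled. Buffer 100 mM sodium acetate pH 7. 6 hr, 37 C.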
Tau fluor counter – Counterscreen qHTS for Inhibitors of Tau Fibril Formation, Fluorescence Polarization; tau K18 P301L Alexa594 fluorescence, heparin fibrillization; Potency, µM (highest dose often 57.7 µM), inactives show at the highest dose activity change, negative = decrease; 0.93% of 280,000 active; further: on the % scale 0 is the no-effect control and ±100 the full control effect; nearly all actives have a fitted effect of over 55% in size
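Human tau K18 P301L (15 uM unlabeled, 0.24 uM Alexa 594-labeled) in 100 mM sodium acetate pH 7 with 20 uM heparin, 6 hr at 37 C. ThT 30 uM added, 1 hr ambient; Alexa 594 FP and total fluorescence read at 555/632 nm.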
SMN2 splice up – qHTS Assay for Enhancers of SMN2 Splice Variant Expression; HEK293 SMN2-luciferase splicing reporter, luminescence, 30-36 h; Potency, µM (doses to about 46.1 µM), without a hit: top-dose activity change, positive = activation, usual class: activators; 2.8% of 210,000 active; further: % of control where 0% means no effect; nearly all actives have a fitted effect of over 55% in size
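HEK293 cells carry an SMN2 […]–luciferase reporter in which exon 7 inclusion puts luciferase in frame. Cells were plated 10-12 h before compound addition, then incubated 30-36 h at 37C. ONE-Glo luminescence was read; sodium butyrate at 4.5 mM final served as control.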
Tau fibril ThT – qHTS for Inhibitors of Tau Fibril Formation, Thioflavin T Binding. Microtubule-associated protein tau (Homo sapiens), P10636. recombinant tau K18 P301L, heparin-induced fibrillization, ThT fluorescence. Potency, µM (top dose mostly 57.4 µM), inactives show at the highest dose activity, negative = inhibition, hits mostly inhibitors. 2.1% of 270,000 active. AID 1460, 2008; further: on the % scale 0 is the no-effect control and ±100 the full control effect; nearly all actives have a fitted effect of over 55% in size
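ThT emission at 510 nm, taken 1 hr after adding 30 uM dye, quantifies aggregates formed when 20 uM heparin acts on human tau K18 P301L for 6 hr at 37 C.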
HTT ATP protect – qHTS Multiplex Assay to Identify Dual Action Probes in a Cell Model of Huntington: Cytoprotection (ATP) | PC12 HTT-Q103 induced, cytoprotection, ATP luminescence, 40 h | Potency, µM (highest dose often 56.4 µM), inactives show cytoprotection (ATP increase), most hits filed as activators | 0.14% of 230,000 active;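 further: % of control where 0% means no effect; nearly all actives have a fitted effect of over 45% in size; toxic huntingtin expression switched on by the ecdysone agonist tebufenozide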
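Cells were plated at 1500 per well in phenol red-free DMEM with 5% equine and 5% calf serum. Tebufenozide (100 nM final) and compounds were added, then ATPlite reagent, and luminescence was read.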
ALDH1A1 block – qHTS Assay for Inhibitors of Aldehyde Dehydrogenase 1 (ALDH1A1); Potency, µM (titrated, usually from 75.3 µM), without a hit: at the top dose activity, negative = inhibition, usual class: inhibitors; Aldehyde dehydrogenase 1A1 (Homo sapiens), P00352; 7.3% of 220,000 active; AID 1030, 2008; Purified ALDH1A1, NADH fluorescence, propionaldehyde substrate; active means well fitted inhibition curve with a large enough effect, not every such curve was filed as active; inconclusive means small, poorly fitted or top-dose-only effect, or another doubt; inactive means no such curve, though single readings can be large or run the other way;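 further: plate controls were no enzyme wells and a reference inhibitor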
Target sequence (P00352 whole entry, looked up): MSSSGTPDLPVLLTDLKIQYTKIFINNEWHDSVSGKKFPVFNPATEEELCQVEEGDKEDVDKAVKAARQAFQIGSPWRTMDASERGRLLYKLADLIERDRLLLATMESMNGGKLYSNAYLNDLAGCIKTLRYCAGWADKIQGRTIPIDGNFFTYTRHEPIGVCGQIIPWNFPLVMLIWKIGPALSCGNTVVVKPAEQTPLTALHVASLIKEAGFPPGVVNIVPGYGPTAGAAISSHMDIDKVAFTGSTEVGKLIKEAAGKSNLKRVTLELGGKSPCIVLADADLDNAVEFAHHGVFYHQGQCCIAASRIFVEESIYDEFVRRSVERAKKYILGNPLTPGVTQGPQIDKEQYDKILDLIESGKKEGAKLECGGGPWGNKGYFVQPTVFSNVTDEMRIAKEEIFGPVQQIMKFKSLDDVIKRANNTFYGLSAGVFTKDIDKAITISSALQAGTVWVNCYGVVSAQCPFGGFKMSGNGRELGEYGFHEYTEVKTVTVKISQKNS
KDM4E inh – qHTS Assay for Inhibitors of Human Jumonji Domain Containing 2E (JMJD2E) | Potency, µM (titrated, usually from 57.1 µM), without a hit: top-dose activity change, negative = inhibition, usual class: inhibitors | JMJD2E catalytic domain, FDH-coupled NADH fluorescence (FDH is formaldehyde dehydrogenase) | 1.6% of 230,000 active; active means well fitted inhibition curve with a large enough effect, not every such curve was filed as active; inconclusive means small, poorly fitted or top-dose-only effect, or another doubt; inactive means no such curve, though single readings can be large or run the other way;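 further: 0% = wells with enzyme and -100% = buffer wells without enzyme; nearly all actives have a fitted effect of over 50% in size; many of its hits are not listed in these tables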
Target sequence (B2RXH2 1-337 limits assumed): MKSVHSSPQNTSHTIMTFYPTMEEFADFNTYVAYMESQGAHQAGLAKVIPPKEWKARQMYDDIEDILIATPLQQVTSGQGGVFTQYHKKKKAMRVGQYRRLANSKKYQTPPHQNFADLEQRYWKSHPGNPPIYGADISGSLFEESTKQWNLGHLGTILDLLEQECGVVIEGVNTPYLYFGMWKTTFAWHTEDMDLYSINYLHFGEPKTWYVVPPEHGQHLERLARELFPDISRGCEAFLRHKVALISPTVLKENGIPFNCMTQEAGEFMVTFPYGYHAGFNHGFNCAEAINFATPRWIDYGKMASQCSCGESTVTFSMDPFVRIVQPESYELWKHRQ
An asterisk follows results filed as active; ? = inconclusive; · = not tested or not shown; [ ] = remark or other dose. Unless noted, the call rests on the fitted dose curve; in most records, active means well fitted curve in the direction sought with a large enough effect; inconclusive means small, poorly fitted or top-dose-only effect, or another doubt; inactive means no such curve, though single readings can be large; an effect the other way counts as inactive or inconclusive. Potency means the concentration at half of the fitted maximal effect.

SMILES	Tau fibril FP	Tau fibril ThT	Tau fluor counter	HTT ATP protect	SMN2 splice up	HttQ103 aggreg	ALDH1A1 block	KDM4E inh
O=[N+]([O-])c1c(C(Cl)Cl)nn(-c2ccc(Cl)cc2)c1N1CCCCC1	6%	-19%	-18%	15%[10 µM]	-12%	-10%	2%	-1%
c1cc(-c2nnc3n2CCC3)[nH]n1	0%	-4%	1%	4%[10 µM]	·	4%	-13%	-2%
COCC(=O)NCCc1nc2ccccc2[nH]1	-4%	-2%	2%	15%	20%	2%	4%	7%
CC(C)c1ccccc1NC(=O)COC(=O)C1(C)CC1(Cl)Cl (stereo not given)	-4%	-7%	-4%	-31%	-8%	18%	3%	3%
CSc1ccccc1C(=O)C1CCCN(S(=O)(=O)N(C)C)C1 (stereo not given)	-7%	-4%	-4%	-18%[10 µM]	·	-7%[9.22 µM]	?	-4%
CCc1ccc(S(=O)(=O)c2nnn3c2nc(N(CC)Cc2ccccc2)c2cc(Cl)ccc23)cc1	-16%	0%	-7%	·	-2%	·	·	·
CCC/C(=N\NC(=O)c1ccc(OC)c(OC)c1)c1ccccc1	-4%	-6%	1%	-16%	0%	-3%	-4%	43%[activator]
CCOc1ccc(OCC)c(NC(=O)Nc2ccc3c(c2)N(C)C(=O)CS3)c1	5%	-18%	8.9µM*[quencher]	-10%[10 µM]	-5%	-32%	-4%	-4%
CC(C)(C)C1CCc2onc(C(=O)NC3CCCC3)c2C1 (stereo not given)	7%	-6%	-12%	-10%	-33%[inhibitor]	-9%	-7%	2%
O=C(Nc1ccccn1)Nc1cccs1	4%	-5%	-12%	-1%[10 µM]	28%	-1%	-3%	2%
CCC(=O)NC(c1cccs1)c1cc(Cl)c2cccnc2c1O (stereo not given)	1%	-4%	6%[2.34 µM]	5%[10 µM]	·	-2%[9.22 µM]	6%	-9%
CC(C)(C)N1NC(=O)Nc2ccccc2C1=O	-8%	-8%	-8%	-14%	14%	-12%	4%	6%
COc1ccccc1/C=C1\SC(=S)N(CC(=O)Nc2nnc(C)s2)C1=O	-16%	?	-18%	-32%	-26%	7%	4%	7%
CC1(C)CC(=O)c2c(Cc3ccccc3)noc2C1	5%	-4%	-6%	-20%	-3%	-3%	-4%	2%
FC(F)(F)c1ccc(/C=N/NC(=S)NC2CCCCC2)cc1	-7%	-2%	-16%	-6%[10 µM]	3%	-26%	8%	2%
CC(C)=NOc1nc(N(C)C)nc(N(C)C)n1	-4%	12%	10%	5%[10 µM]	·	-10%	17%	9%
Cc1ccc(-n2nc3c(Cl)nnc(C)c3c2C)cc1	-8%	-5%	2%	42%[10 µM]	3%	-6%	-8%	-2%
O=C(c1c[nH]c2ccccc12)N1CCN(Cc2ccccc2)CC1	-5%	-7%	-7%	-16%[10 µM]	-18%	?	3%	8%
Cc1ccc(NS(=O)(=O)c2ccc(CCC(=O)NCc3ccccn3)cc2)cc1	-8%	7%	9%	-51%[inhibitor]	-2%	-13%	?	-3%
CCCCCC(=O)Nc1ccc(-c2cn3cccnc3n2)cc1	-6%	-12%	-8%	-18%	·	10%	?	?
CNC(=S)N1CCN(C(c2ccccc2)c2ccccc2)CC1	-9%	-12%	?	14%[10 µM]	·	0%[9.22 µM]	2µM*	-13%
CN(C(=O)/C=C/c1ccc([N+](=O)[O-])s1)c1ccccc1	1%	?	?	?	5%	10%[9.22 µM]	?	-7%
O=Cc1cn(CC(=O)N2CCc3ccccc32)c2ccccc12	-8%	-3%	2%	-15%[10 µM]	-9%	-10%	18µM*	-6%
CCCCSc1nnc(-c2ccccc2N)c(=O)[nH]1	-7%	-27%	-15%	-61%[inhibitor]	·	?	1.6µM*	?
O=C(N[C@@H](Cc1ccc(O)cc1)C(=O)O)c1ccc(C(F)(F)F)cc1	-11%	0%	-1%	15%[10 µM]	·	15%[9.22 µM]	0%	-8%
COC(=O)CCC(=O)N1CCCC(CNS(=O)(=O)c2ccc(OC)cc2)C1 (stereo not given)	6%	-10%	-5%	18%[10 µM]	·	5%[9.22 µM]	8.9µM*	8%
CCOC(=O)c1cc(CC)sc1NC(=O)CC1SC(N)=NC1=O (stereo not given)	1%	5%	1%	·	8%	15%	-9%	3%
O=C(COc1ncnc2ccccc12)Nc1cccc(S(=O)(=O)N2CCOCC2)c1	2%	-7%	-8%	8%[10 µM]	-6%	-8%	8%	7%
COc1ccc(C(CNC(=O)COc2ccc(Br)cc2F)N2CCCC2)cc1 (stereo not given)	3%	-7%	0%	6%[10 µM]	-8%	7%	4%	4%
CCC(=O)c1ccc(SC(=O)N(C)C)cc1O	3%	-21%	-18%	-1%[10 µM]	·	12%[9.22 µM]	?	2%
Clc1ccccc1Cn1nnc2c(NCC3CC3)ncnc21	-2%	-4%	-10%	-17%	-7%	-15%	?	-15%
CC1CN(Cc2c(O)ccc3c2oc(=O)c2ccccc23)CC(C)O1 (stereo not given)	-11%	·	-10%	8%[10 µM]	·	9%[9.22 µM]	·	28µM*
CC(C)(C)Oc1ncc(Br)c(OC(C)(C)C)n1	2%	3%	1%	-11%	-6%	-1%	1%	5%
O=C1C=C(Nc2ccc(Cl)cc2)CC(c2ccc(Cl)cc2)C1 (stereo not given)	-4%	?	-28%	-18%	-13%	4%	-7%	?
CC1CCCN(C(=O)c2ccc3c(c2NCCO)C(=O)c2ccccc2C3=O)C1 (stereo not given)	10%	?	-23%	3%	-18%	-15%	?	0%
CCN1C(=O)C(O)(C2COC(C)(C)CC2=O)c2ccccc21 (stereo not given)	4%	-6%	3%	-23%	9%	15%	?	0%
C/C(=N\NC(=O)CSc1nnc(C)s1)c1ccc(Cl)cc1	-3%	?	-22%	-9%[10 µM]	4%	-10%	?	20%
Cc1ccc(C)c(C(C)NC(=O)C2C3CCC(O3)C2C(=O)O)c1 (stereo not given)	2%	-11%	-6%	-41%[inhibitor]	-38%[inhibitor]	-10%	7%	0%
COc1ccc(CN2CCNC(=O)C2CC(=O)NCc2cccc(C)n2)c(OC)c1 (stereo not given)	3%	9%	13%	2%[10 µM]	·	26%[9.22 µM]	·	-9%
CC(C)(C)c1ccc(-c2nc(O)c(CC(=O)O)s2)cc1	?	?	-12%	4%[10 µM]	·	-10%[9.22 µM]	·	-7%
Cc1cccc(Nc2nnc(SCC(=O)Nc3cccnc3Cl)s2)c1	0%	-17%	?	14%[10 µM]	-2%	-10%	-16%	8%
CN(C)[C@@H](CO)c1nnc([C@H](CCC(=O)O)NC(=O)C2CCNCC2)o1	0%	1%	1%	-1%[10 µM]	·	-10%[9.22 µM]	0%	-5%
CN(c1ccccc1)S(=O)(=O)c1ccc(C(=O)OCC(=O)N2CCOCC2)cc1	-1%	2%	-2%	-1%[10 µM]	-10%	-11%	-2%	7%
COc1ccc(CNC(=O)c2cc(-c3ccco3)on2)cc1	1%	-8%	-5%	-21%	7%	-3%	3.5µM*	-1%
COc1ccc2c(c1)SCCC2=O	11%	-5%	-1%	1%	4%	?	-1%	?
CC(C)(C)c1ccc(OCCN2CCCC2)cc1	0%	-1%	6%	-2%[10 µM]	14%	-12%	-15%	?
Fc1ccccc1COc1ccccc1/C=N/Nc1nc(N2CCCC2)nc(N2CCCC2)n1	2%	8%	9%	-14%[10 µM]	-17%	?	-9%	1%
O=C(NC(=S)Nc1ccccc1[N+](=O)[O-])c1ccccc1	-7%	-19%	?	-2%[10 µM]	·	-2%[9.22 µM]	·	0%
O=C(/C=C/c1ccco1)Nc1nc(-c2ccccn2)cs1	-2%	?	-19%	-78%[inhibitor]	?	?	?	-26%
CC(=O)c1cccc(Nc2cc(C)nc3c(C)cc(C)cc23)c1	2%	8%	12%	9%[10 µM]	11%	5%	3%	8%
COc1ccc(CCNC(=O)c2cnc3ccc(C)cn3c2=O)cc1OC	2%	3%	7%	·	-7%	·	·	·
CCCCc1cc(=O)oc2cc(OCC(=O)N(CC)CC)ccc12	2%	-2%	-3%	-4%	-9%	-6%	?	?
O=C(O)c1cccc(Oc2ncnc3sc4c(c23)CCCC4)c1	0%	-7%	-3%	-37%	-15%	-6%	-1%	1%
O=C(CSc1nc2ccccc2o1)c1ccccc1	-4%	-9%	-6%	22%[10 µM]	17%	-20%	0%	-8%
CCOP(=O)(CN(CC)C(=O)c1ccccc1Br)OCC	2%	-11%	-13%	10%[10 µM]	·	5%[9.22 µM]	·	-4%
Cc1cc(C)cc(N2C(=O)C3C4C=CC(C4)C3C2=O)c1 (stereo not given)	-1%	-2%	4%	-1%	-11%	2%	9%	-1%

Only part of the results is shown; the hit share may differ from the screen's.
